UDG counterscr: counter-screen for AID inhibitors: uracil-DNA glycosylase inhibition | FRET deamination/UDG coupled assay, UDG read, 4 h | Potency, µM (top dose mostly 115 µM), inactives show top-dose activity change, negative = inhibition, most hits filed as inhibitors | 91,000 tested, 0.14% active; further: nearly all actives have a fitted effect of over 65% in size
AID inhibitor: inhibitors of human activation induced cytidine deaminase. AID deamination FRET fluorescence, UDG-coupled, 4 h. Potency, µM (top dose mostly 115 µM), inactives show at the top dose activity change, negative = inhibition, most hits filed as inhibitors. 91,000 tested, 0.32% active; further: nearly all actives have a fitted effect of over 25% in size
Target sequence (Q9GZX7 whole entry, looked up): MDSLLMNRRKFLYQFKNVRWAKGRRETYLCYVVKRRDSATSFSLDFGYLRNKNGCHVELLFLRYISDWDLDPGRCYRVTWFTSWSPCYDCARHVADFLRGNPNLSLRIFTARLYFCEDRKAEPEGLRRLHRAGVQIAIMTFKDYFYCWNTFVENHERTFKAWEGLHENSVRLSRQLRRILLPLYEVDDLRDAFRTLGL
Active calls of the source: *; ? = inconclusive; [ ] = another dose, or the depositor's remark. The call rests on the fitted dose curve; in most records, active means well fitted curve in the direction sought with a large enough effect; inconclusive means small, poorly fitted or top-dose-only effect, or another doubt; inactive means no such curve, though single readings can be large; an effect the other way counts as inactive or inconclusive. On the % scale 0 is the no-effect control and ±100 the full control effect; potency means the concentration at half of the fitted maximal effect.

Start of the data: the first two entries, ahead of the listing:
Structure	AID inhibitor	UDG counterscr
CCOC(=O)c1c(NC(=O)CSc2cn(CCNC(=O)c3ccccc3F)c3ccccc23)sc2c1CCCC2	20%	-9%
CCSc1nnc(-c2nn(Cc3ccccc3)c(=O)c3ccccc23)o1	-12%	8%

The listing, repeating the preview:
Structure	AID inhibitor	UDG counterscr
CCOC(=O)c1c(NC(=O)CSc2cn(CCNC(=O)c3ccccc3F)c3ccccc23)sc2c1CCCC2	20%	-9%
CCSc1nnc(-c2nn(Cc3ccccc3)c(=O)c3ccccc23)o1	-12%	8%
Cc1ccc(NC(=O)Cn2nc(C(N)=O)c3ccccc3c2=O)cc1	2%	-2%
O=C(NCCn1cc(SCC(=O)N2CCCCC2)c2ccccc21)c1cccc(C(F)(F)F)c1	-9%	-6%
Nc1nccnc1C(=O)NCc1nc2ccccc2s1	5%	2%
CC1=C(C(=O)OC2CCCC2)C(c2ccc(Cl)cc2)CC(=O)N1 (configuration not stated)	7%	1%
CC(=O)CC1(C#N)C(N)=C(C=O)CC1(C#N)C#N (configuration not stated)	54%[activator]	-3%
COc1ccc(-c2onc(C)c2C)cc1S(=O)(=O)NCC1CCN(Cc2ccccc2F)CC1	36%[activator]	-14%
ClC(=C\c1ccccc1)/C=N/N1CCN(Cc2cccc3ccccc23)CC1	-3%	-2%
O=C(O)c1ccnc(N2CCOCC2)c1	-2%	-4%
O=C(NCc1ccco1)c1ccc(Cn2c(SCc3ccc(F)cc3)nc3cccnc32)cc1	?	-2%[57.5 µM]
CC(C)c1nc2oc3c(N(CCO)CCO)ncnc3c2c2c1CCC2	-2%	-1%
O=C(Nc1ccc2c(c1)OCO2)c1sc(-c2ccco2)nc1-c1ccccc1	13%	-15%
CCN(Cc1ccccc1)C(=O)c1nc(-c2cccc(F)c2)n2c1CCCCC2	?	-20%
CCOc1c(I)cc(/C=C2\NC(=O)NC2=O)cc1OC	-6%	-21%
COc1ccccc1NC(=O)C1CCN(S(=O)(=O)c2ccc3c(c2)oc(=O)n3C)CC1	-2%	-10%
CCCc1csc(N)c1C(=O)OCC	11%	-12%
NC(=O)Cc1ccc(C(=O)CSc2ccc3c(c2)OCCCO3)s1	79%[activator]	-4%
O=C(CSc1nc(CN2CCOCC2)nc2ccccc12)NCC1CCCCC1	-4%	3%
Cc1ccc(Nc2nc(Nc3ccc(C)c(C)c3)nc(N3CCOCC3)n2)cc1C	?	-15%

Next results:
Structure	AID inhibitor	UDG counterscr
O=C(NC1CCCC1)C1(c2ccc(F)cc2)CCCC1	-11%	-3%
Nc1c(Cl)cccc1C(=O)OCc1nc(N)c2ccccc2n1	6%	2%
C/C(=N/Nc1ccc(S(N)(=O)=O)cc1[N+](=O)[O-])c1ccc(C2CCCCC2)cc1	-13%	-11%
O=C(CCc1nc2ccccc2s1)NC1CCCC(C(F)(F)F)C1 (configuration not stated)	-1%	8%
O=C(Nc1ccc(S(=O)(=O)Nc2ccccc2)cc1)N1CCCC1	-5%	3%
CCCN(Cc1ccccc1)Cc1cc(=O)oc2ccc(C)cc12	-13%	2%
CCOc1c(Br)cc(/C=C/C(=O)c2ccc(C#N)cc2)cc1OC	-8%	-3%
CN1C(=O)c2ccccc2Sc2ccc(NC(=O)COc3ccc(Cl)cc3)cc21	-22%	?
CCOc1ccc(C2=C(C(C)=O)Sc3nnc(C)n3N2C(C)=O)cc1	198%[activator]	2%
Cc1ccc(OCC(=O)OCc2cc(=O)n3nc(-c4cccs4)sc3n2)cc1C	5%	4%
Nc1c(-c2nc(-c3ccccc3Cl)no2)nnn1-c1ccccc1F	-20%	-7%
COc1ccccc1C1CC(=O)Nc2nc(-c3ccccc3)[nH]c(=O)c21 (configuration not stated)	3%	3%
Cc1ccc(OCCCSc2nc(-c3ccc(C(C)(C)C)cc3)nc3cc(=O)[nH]n23)cc1C	45µM*	?
CC(C)NC(=O)CCC(=O)c1ccc2c(c1)CCC2	4%	2%
CCC1CN(C(=O)NCc2ccc(C)cc2)c2ccccc2O1 (configuration not stated)	-14%	-5%[57.5 µM]
O=C(CCCc1c[nH]c2ccccc12)Nc1ccc2ccccc2c1	-5%	-4%
CC(C)C(NS(=O)(=O)c1ccc2c(c1)oc(=O)n2C)C(=O)NCCc1ccccc1 (configuration not stated)	-1%	-7%
C#Cc1cccc(NC(=O)CCC(=O)c2ccc3c(c2)CCC3)c1	2%	-9%
COC(=O)CN1C(C(=O)c2ccccc2)=C(OC(=O)c2ccc(C)cc2)c2ccccc2S1(=O)=O	2%	28%
COc1cc(/C=C(\C#N)c2ccc(Cl)cc2)c(Br)cc1OCc1ccccc1	-6%	-15%

The last 4 records of the part above come first, to join the parts.
Structure	AID inhibitor	UDG counterscr
CC(C)C(NS(=O)(=O)c1ccc2c(c1)oc(=O)n2C)C(=O)NCCc1ccccc1 (configuration not stated)	-1%	-7%
C#Cc1cccc(NC(=O)CCC(=O)c2ccc3c(c2)CCC3)c1	2%	-9%
COC(=O)CN1C(C(=O)c2ccccc2)=C(OC(=O)c2ccc(C)cc2)c2ccccc2S1(=O)=O	2%	28%
COc1cc(/C=C(\C#N)c2ccc(Cl)cc2)c(Br)cc1OCc1ccccc1	-6%	-15%
Cn1c(NCCO)nc2c(c1=O)C1(CCCC1)Cc1ccccc1-2	-10%	-9%
CCOC(=O)C(C(C)=O)C(c1ccccc1)C(C(C)=O)C(=O)OCC (configuration not stated)	-2%	3%
O=C(NCCN1CCCCCC1)c1n[nH]c(=O)c2ccccc12	-3%	-5%
Cc1ccc(NC(=O)CN2C(=O)CCc3cc(S(=O)(=O)N4CCOCC4)ccc32)cc1N(C)C	92%[activator]	0%
CC1CCC(NC(=O)c2ccc(Cl)nc2)CC1 (configuration not stated)	-2%	-2%
CCN(CC)CCN(C(=O)c1ccco1)c1nc2cc(C)cc(C)c2s1	4%	-12%[57.5 µM]
COc1ccc(OCC(=O)N(Cc2sccc2C)C2CCS(=O)(=O)C2)cc1 (configuration not stated)	10%	-8%
CC(c1nc2ccccc2s1)N(C)S(=O)(=O)c1ccccc1 (configuration not stated)	-7%	-5%
CCc1nc2ccccc2n2c(-c3ccc(C)cc3)c3c(=O)n(C)c(=O)n(C)c3c12	?	-13%[57.5 µM]
Cc1cc(C)n(-c2nc3ccccc3nc2Nc2ccc(Cl)c(C(=O)OC(C)C)c2)n1	-7%	0%
COc1ccc(-c2csc(-c3c(N)c(C(=O)c4ccc(OC)c(OC)c4)n4ccccc34)n2)cc1	-5%	?
CC1CCN(C(=O)c2cc3c(=O)n(C)c4ccccc4c3s2)CC1	?	-2%
Cc1ccc(C(=O)C(C#N)C(=O)NC2CCCCC2)cc1C (configuration not stated)	-7%	3%
Cc1cc(C)cc(C(=O)Nc2ccc(C(=O)N(C)C)cc2)c1	2%	7%
O=C(CSc1nc2ccccc2n1C(F)F)c1ccc(F)cc1F	-2%	-18%
CC(Sc1nc2ccccc2s1)C(=O)NC1(C#N)CCCCC1 (configuration not stated)	-10%	0%
COc1cccc(CNS(=O)(=O)c2cc3[nH]c(=O)c(=O)[nH]c3cc2C)c1	7%	-7%[57.5 µM]
COc1ccccc1OCc1nc(C#N)c(N2CCN(C)CC2)o1	-2%	-4%
COc1cc(OC)c(OC)cc1/C=C/C(=O)c1ccc(OC(F)F)c(OC)c1	-3%	-3%
COC(=O)c1cc(C)nc2onc(-c3ccc(F)cc3)c12	10%	7%

Going on with the list:
Structure	AID inhibitor	UDG counterscr
COC(=O)c1ccc(NC(=O)CN2C(=O)CC(c3ccccc3)Sc3ccccc32)cc1 (configuration not stated)	-15%	-5%
Cc1ccc(Nc2c(-c3ccsc3)nc3cccc(C)n23)cc1	?	-22%
CCCCCCCCSCC(N)=O	-6%	2%
COc1ccc(C(C)=O)cc1COC(=O)c1cccc(Br)c1	-10%	-8%
O=C(NCCCN1CCc2ccccc2C1)c1ccccc1C(F)(F)F	16%	1%
COc1cc(NC(=O)c2cc3c(=O)oc4ccc(C)cc4c3s2)cc(OC)c1OC	-2%	-3%
CCOc1ccc2nc(N3CCCC(C(=O)Nc4cc(Cl)c(OC)cc4OC)C3)sc2c1 (configuration not stated)	6%	8%
CCC(=O)N1CCN(c2nc3c(C)cccc3s2)CC1	-3%	-1%
Oc1ccc2c(c1)Oc1ncn3nc(COc4ccccc4)nc3c1C2c1ccccc1 (configuration not stated)	7%	1%
Cc1ccc(C)c(Sc2ccc(NC(=O)c3ccc(C)c(C)c3)cc2)c1	-6%	-5%
O=S1(=O)C=C(Sc2nn(-c3ccccc3)c(=S)s2)c2ccccc21	-12%	0%
CCCC(=O)Nc1nnc(SCc2cc(=O)n3ccccc3n2)s1	0%	-4%
CC1=C(c2ccc(C(C)C)cc2)S(=O)(=O)N=C1N1CCC(C(=O)Nc2ccc(C)cc2)CC1	11%	7%
CCOc1ccc(NC(=O)c2ccc3c(c2)NC(=O)CS3)cc1OC	13%	9%
O=C(COc1cc(O)c2c(=O)cc(-c3ccccc3)oc2c1)Nc1cccc(O)c1	-13%	-2%
COC(=O)CCCNC(=O)c1ccccc1CSc1nc2ccccc2o1	6%	1%
CCc1ccc(N2CC(c3nc4ccccc4n3CC(=O)N3CCC(C)CC3)CC2=O)cc1 (configuration not stated)	-13%	-11%
CCOc1ccc(-c2c(C)nn3c(C)c(C(=O)Nc4cccc(Cl)c4C)cnc23)cc1OCC	14%	-15%
CC(C)(C)C(=O)Nc1nnc2n1CCS2	17%	6%
COc1ccc(-c2csc3nc(-c4ccc(Cl)cc4)oc(=O)c23)cc1	-5%	0%

Additional records follow:
Structure	AID inhibitor	UDG counterscr
COC(=O)C1(NC(=O)c2cc(Cl)ccc2Cl)CCCCCC1	2%	5%
COc1ccc(C(=O)COC(=O)CCCC(=O)Nc2cc(C(F)(F)F)ccc2Cl)cc1	21%	11%
CCc1ccc(-n2cc(C(=O)N3CCC(NC(=O)OC(C)(C)C)CC3)nn2)cc1	-2%	-1%
Cc1ccc(Cn2c(=O)c3c(nc4n3CCN4c3cc(C)cc(C)c3)n(C)c2=O)cc1	0%	-2%
C(#CCN1CCCC1)CC(c1ccccc1)c1ccccc1	-10%	-7%
O=C(O)c1cccc(Nc2ncnc3ccc(Br)cc23)c1	?	-17%
Cc1sc2c(c1C)c(=O)n(-c1cccc(C(F)(F)F)c1)c(=O)n2Cc1ccccc1C#N	8%	0%
COc1cccc(CNC(=O)c2cnc(N3CCCC3)nc2C)c1	-1%	0%
COc1cccc(/C=C/C(=O)NCc2ccccc2)c1	3%	4%
Cc1ccc2c(c1)c1c(c(=O)n(-c3cccc(Cl)c3)c(=O)n1CC(=O)c1ccc(Cl)cc1)n2C	-7%	?
N#Cc1nc(-c2ccc([N+](=O)[O-])cc2)oc1NCCN1CCOCC1	-5%	-12%
Cc1ccc(S(=O)(=O)N(CC(=O)NCCO)Cc2c(F)cccc2Cl)cc1	-2%	1%
O=C(c1ccc2c(Cl)c3c(nc2c1)CCCC3)N1CCN(c2cccc(C(F)(F)F)c2)CC1	11%	1%
CCCNC(=O)NC(=O)CN(C)CC(=O)Nc1ccccc1CC	3%	-2%
CCN(CC)S(=O)(=O)c1ccc2c(c1)nc(SCC(=O)Nc1ccc(F)c(F)c1)n2CC	-11%	-11%
N#Cc1sc(-c2cccc(Cl)c2)cc1N	4%	1%
Cc1cccc(Cn2c(NCCN(C)C)nc3c2c(=O)[nH]c(=O)n3C)c1	3%	-6%
Cc1ccc(OCCSc2nc3ccccc3n2CC(=O)N2CCCCC2)c(C)c1	-6%	?
CC(=O)Nc1ccccc1C(=O)N1CCN(C)CC1	1%	0%
O=C(CSc1nc2c(c(=O)[nH]1)CN(Cc1ccc3c(c1)OCO3)CC2)Nc1ccc(F)cc1	-17%	0%

More compounds
Structure	AID inhibitor	UDG counterscr
CCC(CC)NC(=O)c1cc2ccccc2cc1OC	-5%	-4%
O=C(CSc1nc(-c2ccco2)nc2cc(=O)[nH]n12)Nc1ccc(F)cc1	4%	23%
Cc1scc(C(=O)NCc2ccccn2)c1C	6%	2%
Cc1ccccc1Nc1nc(NC2CCCCCC2)nc2c1cnn2-c1ccccc1	-13%	-2%
CSc1ccc(C(C)NC(=O)c2ccc(F)cc2F)cc1 (configuration not stated)	2%	0%
O=C(Nc1cccc(Cl)c1)C(Cc1ccccc1)n1cccc1 (configuration not stated)	-22%	-10%
Cc1c(C(=O)NCc2ccccc2Cl)sc2nc3n(c(=O)c12)CCCCC3	?	-16%
Cc1csc(NC(=O)c2ccc(Oc3ccc(Br)cc3)nc2)n1	-9%	-7%
O=C(CSc1ccc2c(c1)OCCCO2)Nc1ccccc1Oc1ccccc1	-14%	-12%
N#Cc1c(-n2ncnc2-c2ccccc2C(F)(F)F)sc2c1CCCCC2	12%[57.5 µM]	0%[57.5 µM]
Nc1nccnc1C(=O)NCc1ccnc(-n2cccn2)c1	4%	8%
COc1ccc(CN(C(=O)COC(=O)c2n[nH]c(=O)c3ccccc23)C2CC2)cc1	10%	4%
CC(=O)c1c(C)n([O-])c2cc(F)c(F)cc2[n+]1=O	12%	-1%

High-throughput results (PubChem BioAssay)

This is a subset (hit frequency here may not be typical).
